# K1F lysis inhibition: inhibition of K1F phage lysis, E. coli UTI89, bacterial capsule biogenesis inhibitors, alamar blue (AID 488966); 0.02% of 340,000 active; E. coli UTI89 K1F phage lysis, alamar blue, 2 h; higher % means a stronger effect; inhibition, % at 100 µM, or IC50 in µM where a hit was titrated;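 active means phage lysis inhibition, versus mean bacterial control, above a set limit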;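 further: capsule biogenesis inhibitors block K1F phage lysis so surviving cells raise fluorescence; higher fluorescence means more inhibition of phage lysis; actives were called in the ten point dose series up to 300 µM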
# CSM14.1 death rescue: rescue of cells from ER stress-induced death, primary screen, 384-well, CSM14.1, thapsigargin, ATP luminescence (AID 1222). CSM14.1 thapsigargin-induced death rescue, ATP luminescence; higher % means a stronger effect. cellular ATP content (survival), % at 20 µM, or EC50 in µM where a hit was titrated. 190,000 tested, under 10 active;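 active means EC50 below 50 µM in the dose-response confirmation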;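 further: death triggered by thapsigargin at about 15 µM added after 2 h compound pretreatment; cell ATP read after overnight thapsigargin exposure of roughly 18 to 22 hours; normalized against plate controls of thapsigargin alone and 5% DMSO vehicle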
# TNAP activators: human TNAP enzyme activators, primary screen, biochemical, luminescent, no phosphate acceptor, uHTS (AID 1001); activation fold at 20 µM, or EC50 in µM where a hit was titrated; purified TNAP, luminescent activation assay, no phosphate acceptor; higher activation fold means a stronger effect; Alkaline phosphatase, tissue-nonspecific isozyme (Homo sapiens); 0.03% of 200,000 active; in the data active means activation fold from about 3, or a potency from the dose series; inactive means the rest, 99 in 100 with activation fold below about 1.6; further: many of its hits are not listed in these tables
# Myeloid diff MLP: induction of myeloid progenitor differentiation, primary screen, cell-based, flow cytometry, MLPCN library. ER-HoxA9 myeloid progenitors, lysozyme-GFP differentiation. calls only at 10 µM. 1% of 360,000 active. AID 624256, 2012;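 active means normalized GFP-positive differentiation at or above the plate's own cutoff, the solvent-only control mean plus 3 SD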;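 further: cells exposed to compound for four days before flow analysis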
# P. falciparum M1AAP: P. falciparum M1AAP inhibitors, biochemical, fluorogenic H-Leu-NHMec substrate, 1536-well (AID 1445); Aminopeptidase N (Plasmodium falciparum (isolate 3D7)); recombinant M1AAP, H-Leu-NHMec fluorogenic kinetic assay; higher % means a stronger effect; one-dose inhibition, % at 30 µM; IC50 in µM for titrated hits; 0.42% of 220,000 active;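 active means primary inhibition above the hit cutoff, then over 50% inhibition at one or more dose response concentrations, cut at about 23% in these data, passing the limit was not always enough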;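 further: plate controls were DMSO full reaction for no effect and no enzyme background for full effect; strong numbers were not always called active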
# WT yeast gro inh: growth inhibition of WT strain, primary screen, mitochondrial fusion inhibitor project, WT and mutant strains, chemical genetic | mitochondrial fusion phenotypic screen | inhibition, % at 10 µM | 2.1% of 190,000 active; in the data active means inhibition above about 58%; tested in S. cerevisiae
# PMI inhibition: human PMI inhibitors, high substrate, primary screen, biochemical, fluorescence intensity, high mannose 6-phosphate (AID 1220); Mannose-6-phosphate isomerase (Homo sapiens); recombinant PMI enzyme, coupled fluorescence intensity; higher % means a stronger effect; inhibition, % at 20 µM, or IC50 in µM where a hit was titrated; 0.66% of 190,000 active
# human PMI inhibition: inhibitors of human PMI, primary screen, biochemical, fluorescence intensity, coupled assay (AID 1209). purified PMI enzyme, coupled fluorescence intensity; higher % means a stronger effect. inhibition, % at 20 µM, or IC50 in µM where a hit was titrated. 0.42% of 190,000 active;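 further: plate controls were DMSO vehicle for no effect and wells lacking substrate for full effect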
# Hep lipid drop: inhibitors of hepatocyte lipid droplet formation, primary screen, imaging, high-throughput imaging, BODIPY stain | inhibition, % at 6.5 µM | AML12 mouse hepatocytes, oleate lipid droplets | 0.4% of 240,000 active;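 active means lipid droplet intensity inhibited by at least 50%, with more than 500 cells counted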
#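 Assay system: AML12 mouse liver cells | Compound dosing: One dose, 6.5 µM compound | Read-out basis: Droplet intensity reduction, % inhibition | Measured by: Fluorescence imaging, 20x objective, two fields per well | Schedule: Overnight treatment with compound plus oleate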
# WT yeast gro inh mutant strain: recorded beside WT yeast gro inh, whose call it bears; inhibition, %; mitochondrial fusion phenotypic screen, mutant strain inhibition
# Hep lipid drop cells 6.5 µM: further read-out of Hep lipid drop, marked with its call; cell count; measured here: cell count, cytotoxicity flag;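 cells counted across two imaged fields per well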
# Myeloid diff MLP GFP+ MAC1+ %: also measured in Myeloid diff MLP; calls as there; GFP+ MAC1+ double positive, %; measured here: differentiation confirmed by MAC1 staining
# Starred values were filed as active, the others as inactive; i = inactive; nt = no result given; [ ] = dose if it differs, or a comment. Unless noted, no stated cut-off is given here; in the data, active means inhibition above about 50%; inactive means the rest.
SMILES,K1F lysis inhibition,CSM14.1 death rescue,TNAP activators,Myeloid diff MLP,Myeloid diff MLP GFP+ MAC1+ %,P. falciparum M1AAP,WT yeast gro inh,WT yeast gro inh mutant strain,PMI inhibition,human PMI inhibition,Hep lipid drop,Hep lipid drop cells 6.5 µM
CCN(CC)CCn1c(SCC(=O)NCc2ccccc2)nc2c(sc3ccccc32)c1=O,0.3%,1.2%,1.1,i,0.8,-1%,1,5,-6%,-11%,-4,749
CCn1c(/C=C/c2ccccc2)nc2ccccc2c1=O,0.3%,6.4%,1.1,i,0.4,nt,-6,-3,-3%,2%,6,634
Cc1cc(CNC(=O)c2cccnc2Cl)c2ccccc2n1,0.5%,-0.3%,1.1,nt,nt,3%,0,-10,14%,7%,3,748
Cc1ccc(-c2nc(CN3CCN(c4cnccn4)CC3)c(C)o2)o1,-0.3%,-1.9%,1.1,i,0.2,6%,-12,-9,11%,0%,-26,748
CCC(C(=O)OCC(=O)Nc1ccc(OC)cc1OC)c1ccccc1 (stereo unspecified),-0.5%,2.7%,1.2,i,0.6,-7%,11,10,10%,10%,12,700
CCOc1ccc(CN2CCN(Cc3c(C)nn(CC)c3C)CC2CCO)cc1 (stereo unspecified),0.4%,nt,nt,i,0.3,5%,nt,nt,nt,nt,10,715
C/C(=N\NC(=O)c1ccccc1C)c1cccc([N+](=O)[O-])c1,3.0%,0.8%,1.1,i,0.7,4%,9,-1,0%,-2%,-5,787
Cc1ccc2nc(NC(=O)CSc3nc4c(c(=O)n3C)SC(C)C4)sc2c1 (stereo unspecified),0.0%,4.9%,1,i,0.6,3%,23,22,11%,12%,nt,nt
CCOc1cccc(NC(=O)C2CC(=O)N(c3ccc(F)cc3)C2)c1 (stereo unspecified),0.3%,0.2%,1.1,i,0.1,nt,10,-8,-2%,0%,16,639
O=C(CSc1nc2ncccc2[nH]1)c1cccc([N+](=O)[O-])c1,-2.2%,-2.9%,0.5,i,0.2,2%,9,5,2%,10%,-4,723
O=C(NC(NNc1ccc([N+](=O)[O-])cc1)(C(F)(F)F)C(F)(F)F)c1ccccc1Cl,0.5%,-3.0%,0.9,i,0.6,5%,25,32,-57%,-31%,nt,nt
COc1ccc(S(=O)(=O)c2ccc(OCC3CO3)cc2)cc1 (stereo unspecified),0.4%,-1.2%,1.2,i,0.5,12%,-11,8,-26%,-12%,-1,669
O=c1cc(-c2ccco2)nc(-c2cccs2)o1,0.9%,4.0%,1.2,i,0.6,-9%,1,-3,-1%,-6%,nt,nt
COC(=O)c1ccccc1NC(=O)Oc1ccc(C(C)C)cc1,6.9%,-0.3%,1,i,1.2,5%,9,11,2%,5%,nt,nt
CCOc1ccccc1NC(=O)CSc1ccc2nnc(-c3cccnc3)n2n1,0.1%,0.1%,1.1,i,0.0,-8%,11,0,12%,11%,-15,658
CC(=O)Nc1cccc(N(C(=O)C2COc3ccccc3O2)C(C(=O)NC2CCCCC2)c2cn(C)nc2C)c1 (stereo unspecified),0.8%,3.7%,1.1,i,0.3,3%,-13,-13,-8%,-5%,18,629
Cn1c(CC(=O)Nc2ccccc2)nnc1SCC(=O)c1ccccc1,0.7%,-1.7%,1,i,1.9,1%,-3,0,-50%,-22%,5,725
COc1ccccc1CNCC(=O)Nc1ccccc1-n1cccc1,-0.5%,0.0%,1.1,i,0.5,7%,-2,-15,2%,-1%,-20,662
CCOCCCNC(=O)C(NC(=O)c1ccc(=O)[nH]c1)c1ccccc1 (stereo unspecified),2.6%[50 µM],0.6%,1.1,i,0.2,-2%,-11,1,2%,8%,-1,764
Cc1nc(-c2ccc(C(=O)O)cc2)cs1,-0.1%,-0.7%,1.1,i,1.1,4%,-19,-9,0%,-2%,nt,nt
COc1ccc(NC(=S)N2CCCC2c2ccc(OC)c(OC)c2)cc1 (stereo unspecified),0.1%,-16%,0.9,i,0.2,-2%,8,-9,9%,12%,4,709
CCOc1cccc(CN2CCN(CCc3ccccc3)C(CCO)C2)c1O (stereo unspecified),-0.1%,-0.8%,1.1,i,1.9,3%,-14,5,10%,3%,2,731
O=C(CN1CCN(c2ncc(C(F)(F)F)cc2Cl)CC1)NCCNc1ncc(C(F)(F)F)cc1Cl,0.4%,0.3%,1,i,0.8,4%,-2,-1,16%,21%,-2,757
Cc1cc(C)n(C(=O)C(C(=O)c2ccccc2)C(C)C)n1 (stereo unspecified),-1.1%,-5.6%,1,i,0.0,6%,5,21,-6%,-5%,-11,750
Cc1cnc(-c2nnc(N(C)C(=O)C3CCCO3)s2)cn1 (stereo unspecified),-0.5%,-3.4%,1.1,i,0.8,4%,-15,-20,-5%,-8%,nt,nt
Cc1ccc(CNC(=O)C2CCN(S(=O)(=O)N3CCOCC3)CC2)cc1,3.4%,0.3%,1,i,4.0,3%,-4,-7,9%,-10%,nt,nt
COc1cc(-c2noc(-c3cccs3)n2)cc(OC)c1OC,1.5%,-2.4%,1.1,i,1.1,-4%,36,8,-1%,-2%,6,725
CN(C)CCCNc1ncnc2scc(-c3ccccc3)c12,-0.2%,-0.5%,1.1,i,0.2,-13%,6,-10,1%,6%,12,679
CC(=O)NCCOc1nc(N(C)C)nc(N(C)C)n1,-0.6%,-1.3%,1.1,i,5.1,1%,-3,1,3%,7%,-2,742
CN(/N=C/c1ccc(C(C)(C)C)cc1)C1=NCCN1,0.1%,-2.5%,1,nt,nt,7%,5,-2,8%,2%,-8,676
Cc1occc1-c1nnc(SCC(=O)N(C)CCC#N)n1N,3.1%,1.0%,1.1,i,1.5,10%,-27,4,1%,2%,12,758
N#Cc1cc(Cl)c(N2CCOCC2)cc1C#N,-1.1%,-0.2%,1.1,i,0.6,-9%,-1,0,-7%,-4%,-4,758
CCOc1cc(CNn2nnnc2N)cc(Cl)c1OCC(=O)NC(C)(C)C,-0.2%,0.1%,1.1,i,1.5,-2%,-1,-6,-3%,1%,nt,nt
CN(C)c1ccc(NC(=O)CC(NCc2ccccn2)C(=O)O)cc1 (stereo unspecified),-0.4%,-0.1%,1.1,i,0.4,5%,-7,-9,50%,26%,-16,690
Cc1c(F)cccc1NS(=O)(=O)c1ccc2c(c1)NC(=O)CO2,-0.5%,nt,1.1,i,0.3,-3%,0,-24,-12%,-11%,-10,662
NC(N)=NC(N)=Nc1ccc(O)cc1,-0.3%,nt,nt,i,1.1,2%,nt,nt,nt,nt,3,716
O=[N+]([O-])c1ccc(NC(=S)NCC(c2cccnc2)N2CCOCC2)cc1 (stereo unspecified),4.5%,-2.4%,1.1,i,0.3,15%,-2,1,-2%,-11%,11,719
CC(=O)C1=C(C)NC(SCc2cccc([N+](=O)[O-])c2)=C(C#N)C1c1ccco1 (stereo unspecified),0.0%,0.5%,1,i,0.3,4%,2,19,8%,11%,nt,nt
CC1CCCC(C)N1C(=O)COC(=O)CCc1nc2ccccc2c(=O)[nH]1 (stereo unspecified),3.6%,-0.5%,1.1,i,0.5,-1%,-7,-22,0%,-8%,4,626
O=C1CC(SCCO)C(=O)N1c1ccc(Oc2ccccc2)cc1 (stereo unspecified),2.0%,-1.3%,1,i,1.4,4%,47,0,6%,7%,-2,686
COC(=O)C1=CN(C2CC2)C=C(C(=O)OC)C1c1ccc(C(=O)OC)cc1,-0.3%,0.7%,1.1,i,1.0,-3%,5,-1,4%,-11%,nt,nt
COc1ccc(NC(=O)c2cccc(S(=O)(=O)Nc3ccc(Br)cc3)c2)cn1,-2.2%[50 µM],2.7%,1,i,0.4,-3%,27,5,7%,12%,-3,658
COc1ncccc1-c1nnn(-c2ccc(Cl)c(Cl)c2)n1,0.5%,-1.5%,1,i,1.1,0%,22,12,-5%,-1%,-1,676
Cn1c(=O)c2c(ncn2CC(=O)OCC(=O)Nc2cccc(Cl)c2)n(C)c1=O,1.1%,-0.4%,1.2,i,0.2,-2%,-8,0,-14%,-17%,-2,731
Cc1cccc(N2C(=O)C3CC3C2=O)c1 (stereo unspecified),0.2%,nt,1.1,i,0.4,0%,-1,7,-4%,-4%,4,712
COc1cccc(C2=NOC(C(=O)NC3CCCCC3)C2)c1 (stereo unspecified),2.8%,-2.1%,1.1,i,6.7,-6%,6,-2,53%*,18%,nt,nt
COc1ccc(-c2nc3ccccc3c(=O)n2NC(=O)c2cccnc2Cl)cc1OC,0.1%,8.3%,1.1,i,0.2,4%,-6,-18,-8%,-7%,10,624
Cc1ccc(S(=O)(=O)c2cc3c(=O)n4cccc(C)c4nc3n(CC3CCCO3)c2=N)cc1 (stereo unspecified),nt,-2.3%,1,nt,nt,nt,nt,nt,13%,14%,nt,nt
CN1CCC(N(C)C(=O)CCc2nc3ccccc3n2-c2ccccc2)CC1,2.0%,-0.6%,1,i,1.4,3%,-20,-17,16%,2%,14,716
Clc1ccc(OCc2cc(-c3ccccc3)no2)cc1Cl,0.8%,-0.9%,1.1,nt,nt,0%,5,13,19%,17%,-27,560
Cc1ccccc1NS(=O)(=O)c1ccc2c(c1)NC(=O)CO2,2.2%,-0.5%,1.1,i,0.4,-3%,-15,-5,-12%,-6%,5,705
CCSc1nc2c(c(-c3ccc(C)o3)c1C#N)CCCC2,4.2%,-3.6%,1,i,0.5,1%,34,10,-16%,-9%,0,789
O=S(=O)(c1ccccc1)c1ncc(C(F)(F)F)cc1O,0.2%,0.2%,1.1,i,0.4,2%,-13,-2,-4%,-13%,12,695
CC(C)=CCN1CCN(Cc2cnc(N3CCOCC3)s2)CC1CCO (stereo unspecified),-0.7%,0.6%,1.1,i,1.0,2%,-2,6,-6%,-1%,21,726
CC1CCN(CCCn2c(=S)[nH]c3ccccc3c2=O)CC1,-0.4%,-2.2%,1.1,i,1.9,0%,8,0,-7%,-5%,-16,681
